Screening results: PubChem BioAssay, National Center for Advancing Translational Sciences (NCATS)
aGal spleen mod – alpha-galactosidase A (human) modulation | Potency, µM (series often up to 80 µM), for the others: top-dose activity change, negative = inhibition, usual class: inhibitors | P06280 | 240,000 compounds, 0.008% hits | human spleen homogenate, 4MU-alpha-Gal fluorescence, 40 min;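 further: 0% = enzyme with vehicle and -100% = no enzyme basal signal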
Target sequence (P06280 32-429 limits assumed): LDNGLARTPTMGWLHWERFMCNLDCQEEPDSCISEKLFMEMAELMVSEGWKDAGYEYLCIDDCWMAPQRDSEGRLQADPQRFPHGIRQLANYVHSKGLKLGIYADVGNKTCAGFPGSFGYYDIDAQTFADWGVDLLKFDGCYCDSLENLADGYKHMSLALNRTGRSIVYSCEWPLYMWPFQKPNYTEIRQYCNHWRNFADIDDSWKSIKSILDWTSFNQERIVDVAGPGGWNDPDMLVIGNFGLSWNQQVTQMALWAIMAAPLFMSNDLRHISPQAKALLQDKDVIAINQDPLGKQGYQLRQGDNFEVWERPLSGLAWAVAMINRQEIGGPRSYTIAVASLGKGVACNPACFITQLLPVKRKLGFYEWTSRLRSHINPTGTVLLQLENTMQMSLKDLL
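qHTS titration in buffer at pH 5.0. Alpha-galactosidase activity in spleen homogenate was measured via 4-methylumbelliferone release from 1 mM fluorogenic substrate after 40 min at 37C and a pH 10 stop. AC50 came from Hill fits of control-normalized data.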
GAA inhib – alpha-glucosidase (human) inhibition; P10253; purified human GAA, 4-MU-alpha-glucoside fluorescence; Potency, µM (highest dose often 76.9 µM), for the others: at the top dose activity change, negative = inhibition, actives largely listed as inhibitors; 200,000 compounds, 0.005% hits; AID 1466;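 further: plate controls were uninhibited enzyme wells for no effect and no-enzyme background for full effect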
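AC50 values come from Hill fits of compound titrations (up to 77 uM) against 4 nM human enzyme. Substrate 4-methylumbelliferyl-alpha-D-pyranoside at 400 uM, pH 5.0 citrate buffer, 20 min room temperature; fluorescence Ex 365/Em 440 after alkaline stop.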
aGlu spleen mod – inhibits or activates alpha-glucosidase in human spleen homogenate | P10253 | human spleen homogenate, 4-MU-alpha-glucoside fluorescence | Potency, µM (titrated, usually from 79.9 µM), without a hit: at the highest dose activity change, negative = inhibition, hits mostly inhibitors | 240,000 compounds, 0.006% hits | AID 2112;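 further: 0% = enzyme with vehicle and -100% = no enzyme basal signal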
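Compounds were titrated against alpha-glucosidase in spleen homogenate at pH 5.0, with 1 mM 4-methylumbelliferyl substrate for 40 min at 37 C. Reactions were quenched with pH 10 NaOH/glycine and fluorescence measured.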
GAA glycogen – alters human alpha-glucosidase cleavage of glycogen | recombinant GAA, glycogen substrate, Amplex Red glucose oxidase fluorescence | 300,000 compounds, 0.38% hits | Potency, µM (doses to about 76.4 µM), for inactives: top-dose activity change, negative = inhibition, usual class: inhibitors;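 further: 0% = full enzyme reaction and -100% = no-enzyme basal signal; the screen sought inhibitors and activators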
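Recombinant enzyme (4 nM final) with compounds titrated up to 77 uM and bovine liver glycogen (30 ug) in citrate pH 5.0, 0.01% Tween-20, 37 C 40 min. Released glucose detected by Amplex Red/glucose oxidase (Ex 573/Em 610); AC50 from Hill fits.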
JMJD2E inh – blocks human JMJD2E demethylase activity; JMJD2E catalytic domain, FDH-coupled NADH fluorescence (FDH is formaldehyde dehydrogenase); Potency, µM (titrated, usually from 57.1 µM), for inactives: top-dose activity change, negative = inhibition, hits mostly inhibitors; 230,000 compounds, 1.6% hits; AID 2147; active means well fitted inhibition curve with a large enough effect, not every such curve was filed as active; inconclusive means small, poorly fitted or top-dose-only effect, or another doubt; inactive means no such curve, though single readings can be large or run the other way;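 further: 0% = wells with enzyme and -100% = buffer wells without enzyme; nearly all actives have a fitted effect of over 50% in size; many of its hits are not listed in these tables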
RGS12 GoLoco inh – RGS12 GoLoco-Gai1 interaction inhibition; P63096; Gai1:RGS12 GoLoco peptide FP, rhodamine, 10 min; Potency, µM (series often up to 61.6 µM), without a hit: top-dose activity, negative = inhibition, hits mostly inhibitors; 230,000 compounds, 0.44% hits; AID 880; active means well fitted inhibition curve with a large enough effect, not every such curve was filed as active; inactive means no such curve, though single readings can be large or run the other way; further: on the % scale 0 is the no-effect control and ±100 the full control effect; nearly all actives have a fitted effect of over 30% in size; many of its hits are not listed in these tables
Target sequence (P63096 whole entry, looked up): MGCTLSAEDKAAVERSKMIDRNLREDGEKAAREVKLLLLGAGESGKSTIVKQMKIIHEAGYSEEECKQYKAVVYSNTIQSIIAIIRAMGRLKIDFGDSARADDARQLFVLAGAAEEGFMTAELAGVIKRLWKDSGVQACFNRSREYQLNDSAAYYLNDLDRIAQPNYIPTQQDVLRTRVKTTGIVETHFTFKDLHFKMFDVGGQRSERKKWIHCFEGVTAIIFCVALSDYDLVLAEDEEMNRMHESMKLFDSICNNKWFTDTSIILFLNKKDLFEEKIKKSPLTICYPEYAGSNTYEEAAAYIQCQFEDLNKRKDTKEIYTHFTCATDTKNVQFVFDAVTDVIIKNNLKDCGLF
ALDH1A1 block – inhibitors of human aldehyde dehydrogenase 1A1; P00352; Purified ALDH1A1, NADH fluorescence, propionaldehyde substrate; Potency, µM (highest dose often 75.3 µM), without a hit: at the top dose activity, negative = inhibition, actives largely listed as inhibitors; 220,000 compounds, 7.3% hits; AID 1030; active means well fitted inhibition curve with a large enough effect, not every such curve was filed as active; inconclusive means small, poorly fitted or top-dose-only effect, or another doubt; inactive means no such curve, though single readings can be large or run the other way;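 further: plate controls were no enzyme wells and a reference inhibitor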
SMN2 splice up – increases expression of the SMN2 splice variant | HEK293 SMN2-luciferase splicing reporter, luminescence, 30-36 h | Potency, µM (doses to about 46.1 µM), inactives show at the top dose activity change, positive = activation, usual class: activators | 210,000 compounds, 2.8% hits; further: % of control where 0% means no effect; nearly all actives have a fitted effect of over 55% in size
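HEK293 cells carry an SMN2 […]–luciferase reporter in which exon 7 inclusion puts luciferase in frame. Cells were plated 10-12 h before compound addition, then incubated 30-36 h at 37C. ONE-Glo luminescence was read; sodium butyrate at 4.5 mM final served as control.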
Numbers without * were called inactive; ? = inconclusive; nt = no result given; [ ] = dose if it differs, or a comment. Unless noted, the call rests on the fitted dose curve; in most records, active means well fitted curve in the direction sought with a large enough effect; inconclusive means small, poorly fitted or top-dose-only effect, or another doubt; inactive means no such curve, though single readings can be large; an effect the other way counts as inactive or inconclusive. Potency means the concentration at half of the fitted maximal effect. Some of the compounds tested; rates above refer to the full screens.

SMILES	aGal spleen mod	GAA inhib	aGlu spleen mod	GAA glycogen	JMJD2E inh	RGS12 GoLoco inh	ALDH1A1 block	SMN2 splice up
COc1ccccc1-n1cnnc1SC(C)C(=O)Nc1ccc(NC(C)=O)cc1 (stereo unspecified)	-2.5%	-0.6%	-2.2%	5.4%	-3.7%	1.0%	0.2%	-14.7%
CC(/C=N/n1c(-c2n[nH]c3c2CCC3)n[nH]c1=S)=C\c1ccco1	-1.0%	nt	6.9%	-19.2%	-8.6%	3.2%	nt	nt
COCC(=O)n1cc(C(=O)OC)c2ccccc21	13.4%	-6.7%	7.8%	-3.4%	1.7%	4.1%	4.5%	?
O=C1O[C@H](CN2CCOCC2)CN1/N=C\c1ccc([N+](=O)[O-])o1	6.2%[29.1 µM]	nt	2.7%[29.1 µM]	nt	-4.4%[25.5 µM]	-1.0%[21.6 µM]	-16.3%[20.9 µM]	-8.5%[20.6 µM]
N#CCCN1CCCc2cc(N=Nc3ccc(C(F)(F)F)cc3)ccc21	-24.1%	nt	-6.0%	-6.6%	-9.6%	7.8%	nt	nt
O=S(=O)(c1ccc(NC(=S)NCc2ccncc2)cc1)N1CCCCC1	-10.4%	-3.0%	-13.0%	-2.3%	-23.2%	12.0%	?	nt
Cc1ccc(SCC(=O)NN=C2CCN(C)CC2)cc1	-3.1%	-11.6%	-1.0%	-9.3%	31.4%[activator]	-6.2%	?	13.5%
CCCC(=O)NCn1nnc(-c2ccc(Cl)cc2)n1	-3.7%	-2.0%	-3.6%	3.4%	1.4%	8.4%	8.6%	5.2%
COc1cc2[nH]c(=S)n(C3CCCC3)c(=O)c2cc1OC	8.2%	-2.1%	0.7%	0.8%	3.6%	-1.4%	?	nt
COc1ccc(CCN(C)S(=O)(=O)c2ccc(Cl)nc2)cc1OC	4.8%	-0.1%	6.0%	3.9%	-6.5%	-6.1%	?	-20.6%
Cc1noc(C)c1COc1cccc(C(=O)NC(C)(C)C)c1	-1.9%	-2.9%	-2.8%	6.7%	5.0%	2.4%	16.8%	10.3%
CN(CC(=O)Nc1ccc(N2CCOCC2)cc1)C(=O)C1CCCC1	9.3%	6.7%	0.6%	3.9%	-16.7%	-5.1%	3.3%	-17.0%
Nc1cccc(Nc2ccccc2)c1	8.6%	10.8%	1.0%	?	?	15.1%	-5.2%	nt
O=C(OCCN1C(=O)c2ccccc2C1=O)c1cc2ccccc2o1	-7.5%	-1.5%	-4.6%	-8.5%	-3.9%	0.4%	2.1%	8.7%
CCOC(=O)CSc1nnc(NC(=O)c2cccc(S(=O)(=O)N3CCCCC3)c2)s1	-4.1%	-4.6%	-3.1%	0.8%	?	12.9%	?	-29.9%
N#CCc1nc(CSc2nc3ccccc3s2)cs1	12.5%	?	2.5%	-14.6%	0.3%	158.0%	?	25.3%
CCCCCNC(=O)Cc1cc(=O)[nH]c(=O)[nH]1	-8.9%	4.0%	-1.6%	-3.5%	-0.3%	6.3%	15.2%	-3.6%
CCCCCCNC(=O)Cc1ccc(Br)cc1	-8.0%	4.3%	-5.2%	9.1%	12.6%	9.3%	-1.1%	nt
Cc1ccc2cc(C3CC(c4ccco4)=NN3S(=O)(=O)c3ccccc3)c(Cl)nc2c1 (stereo unspecified)	-4.2%	-8.0%	-10.0%	8.0%	-0.9%	20.4%	?	31.6µM*
COc1ccc(/C=N/NS(=O)(=O)c2ccc(F)cc2)cc1COc1cc(F)ccc1[N+](=O)[O-]	1.3%	-4.4%	-0.5%	-11.3%	?	7.3%	35.5µM*	-45.9%[inhibitor]
CCOC(=O)N1CCN(C(=O)Cc2ccc(C)cc2)CC1	0.3%	-10.6%	-1.8%	-5.9%	-1.3%	10.1%	-7.1%	24.5%
CC1(C)C(=O)NCCN1C(=O)CSc1nccc(-c2ccc(Br)cc2)n1	1.3%	1.9%	-2.8%	-3.5%	-2.9%	3.1%	15.3%	-37.0%[inhibitor]
O=C(CCc1nc2ccccc2c(=O)[nH]1)OCC(=O)c1cccc(Cl)c1	-2.4%	3.8%	-4.5%	4.6%	4.7%	5.3%	?	13.3%
Cc1ccc(-c2cc(=O)c3cc(C)ccc3[nH]2)cc1	-8.7%[119 µM]	-4.1%	-7.0%[119 µM]	2.1%	?	15.5%[88.7 µM]	?	2.24µM*
O=C(NCCSCc1ccccc1)c1cc(S(=O)(=O)N2CCOCC2)ccc1F	-7.8%	-2.5%	-9.2%	-0.9%	6.2%	6.9%	-13.0%	13.9%
O=S(=O)(Nc1ccc(N2CCCCC2)cc1)c1cccs1	8.7%	4.0%	-0.3%	12.5%	-0.5%	51.0%[activator]	-2.0%	-1.5%
COc1ccc(C(C)(C)C)cc1NC(=O)C1CC=CCC1C(=O)O (stereo unspecified)	2.8%	10.8%	-0.6%	-3.4%	3.3%	-11.0%	13.0%	15.7%
O=C(NC1CCCCC1)c1cc(C(=O)c2ccccc2Br)c[nH]1	0.0%	-5.7%	0.6%	1.6%	13.1%	-12.5%	11.2%	-3.4%
Cn1cc(C(=O)C(=O)N2CCCc3ccccc32)c2ccccc21	-4.9%	-0.9%	1.9%	-17.2%	-0.6%	-7.9%	?	-8.8%
COc1ccc(C2/C(=C(\O)c3ccc(OC)c(Cl)c3)C(=O)C(=O)N2CCN(C)C)cc1 (stereo unspecified)	-8.7%	-0.3%	-1.1%	0.9%	-0.9%	7.5%	-7.8%	-7.5%
C[C@@H]1NC(=O)[C@H](CCC(N)=O)NC(=O)c2cc([N+](=O)[O-])cc(I)c2NCCC[C@@H](C(N)=O)NC1=O	-4.6%	0.6%	-0.2%	4.3%	-0.1%	30.0%[activator]	-7.7%	19.5%
OC(c1ccccn1)c1c[nH]c2ccccc12 (stereo unspecified)	2.0%	-6.0%	0.6%	-0.3%	6.5%	5.1%	-4.0%	16.0%
CCCCN(C(=O)c1ccc(Cl)c([N+](=O)[O-])c1)c1c(N)n(CCC)c(=O)[nH]c1=O	1.5%	-9.3%	1.9%	-1.6%	2.6%	-2.9%	8.1%	11.7%
CC(=O)N1CCN(Cc2nc(-c3cccc(Cl)c3)no2)CC1	11.2%	-11.5%	-20.3%	-7.9%	-29.1%	8.7%	4.3%	nt
COCCN1C(=O)c2ccc(C(=O)Nc3nccs3)cc2C1=O	3.6%	-3.1%	-4.9%	-12.8%	2.6%	6.3%	?	-47.7%[inhibitor]
O=C(c1ccc(S(=O)(=O)NCc2ccco2)cc1)N1CCN(Cc2ccccc2)CC1	0.2%	-0.4%	-12.7%	8.2%	-11.3%	-2.9%	-5.1%	-14.6%
O=S(=O)(NCCOC12CC3CC(CC(C3)C1)C2)c1cccc2nsnc12	-4.6%	-11.8%	-0.9%	2.5%	6.3%	-1.7%	?	-37.4%[inhibitor]
O=C(C1=C[C@@H]2[C@H]3C(=O)N(c4ccc(Cl)cc4)C(=O)[C@H]3[C@@H](C(=O)c3ccc(Cl)cc3)N2C=C1)c1ccccc1	3.9%	-8.5%	-1.7%	-1.3%	5.8%	141.6%[activator]	14.1µM*	-2.2%
CN1CCN(c2ccc(C(=O)c3ccc(F)cc3)cc2)CC1	11.9%	-2.3%	-1.6%	5.1%	-1.2%	2.8%	-13.9%	?
COC(=O)c1cccnc1NC(=S)NC(C)C	2.8%	3.4%	3.4%	-2.6%	-2.5%	5.0%	1.9%	nt
Cc1cccc(CNc2ncncc2-c2ccccc2C(F)(F)F)c1	3.4%	nt	-7.5%	nt	-2.7%	-13.8%	?	-6.6%
CCCn1c(SCC(=O)Nc2c(C)cccc2C)nnc1C(C)C	2.2%	1.6%	3.6%	4.1%	-3.6%	-0.4%	8.8%	5.9%
CC(=O)c1c(C)[nH]c(C(=O)N2CCc3ccccc32)c1C	-8.6%	-2.4%	-7.4%	-3.6%	-1.7%	9.7%	-0.7%	?
C/C(Cn1nc([N+](=O)[O-])cc1C)=N\NC(=O)COc1ccc(Cl)cc1Cl	7.2%	-2.8%	-3.1%	11.6%	-4.1%	-0.8%	?	-1.0%
CCOC(=O)Cn1c(=O)oc2cc(S(=O)(=O)N3CCCc4ccccc43)ccc21	-2.1%	-12.1%	2.2%	?	-1.1%	-1.3%	-7.4%	0.3%
COC(=O)c1ccc(Oc2nc(NC(C)(C)C)nc(N3CCOCC3)n2)cc1	-0.1%	8.5%	6.2%	5.5%	3.1%	1.0%	-0.8%	-4.3%
COc1cc(OC)cc(C(=O)NNC(=O)CCc2ccccc2)c1	-2.8%	?	-4.5%	-3.2%	-54.6%	6.6%	-4.8%	nt
CC(C)C[C@H](NC(=O)OC(C)(C)C)c1nnc(SCc2cccc(F)c2)o1	2.0%	1.3%	-1.7%	-14.8%	1.8%	8.0%	?	-46.6%[inhibitor]
COc1ccc(OCCNC(=O)/C=C/c2ccc([N+](=O)[O-])cc2)cc1	-1.2%	-4.4%	-3.2%	-1.6%	4.5%	-12.3%	3.2%	-18.6%
Cn1c(SCc2n[nH]c(=S)n2-c2ccccc2)nnc1-c1ccccc1	-8.5%	-10.0%	-3.3%	-4.5%	-2.8%	5.0%	10.1%	-12.2%
CC(C)N1CCC(N2CCN(Cc3ccc(-c4ccc(Cl)cc4)o3)CC2CCO)CC1 (stereo unspecified)	4.0%	nt	-2.8%	-11.9%	-6.5%	-16.2%	?	nt
CCn1c(COc2ccc(=O)n(-c3ccccc3)n2)nnc1SCc1ccc(C)cc1	1.7%	0.1%	-9.8%	10.3%	6.7%	-17.5%	2.0%	-35.3%[inhibitor]

Some entries already given with just SMN2 splice up.
SMILES	SMN2 splice up
Cc1cccc(CNc2ncncc2-c2ccccc2C(F)(F)F)c1	-6.6%
CCCn1c(SCC(=O)Nc2c(C)cccc2C)nnc1C(C)C	5.9%
CC(=O)c1c(C)[nH]c(C(=O)N2CCc3ccccc32)c1C	?
